D2 antagonist – HTS Assay for Allosteric Antagonists of the Human D2 Dopamine Receptor: Primary Screen for Antagonists; D(2) dopamine receptor (Homo sapiens), P14416; HEK293 TREx D2 cells, calcium flux, dopamine EC80; inhibition, % at 10 µM; actives 2% (n = 340,000); in the data active = inhibition above about 30%; also: 0% is about no effect
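In this primary screen, negative modulation is detected by tracking calcium flux after an EC80 dopamine challenge in inducible HEK293 T-REx D2 cells preexposed to test compound for 180 s.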
D1 antag – Antagonist of Human D 1 Dopamine Receptor: qHTS. D(1A) dopamine receptor (Homo sapiens), P21728. HEK293 TREx D1 cells, calcium flux, dopamine EC80; stronger effect = lower value. activity change, negative = inhibition, % at 10 µM. actives 3.2% (n = 360,000); in the data active = activity change below about -30%; also: % is scaled to controls: 0 for no effect and ±100 for the full control effect
Target sequence (P21728 whole entry, looked up): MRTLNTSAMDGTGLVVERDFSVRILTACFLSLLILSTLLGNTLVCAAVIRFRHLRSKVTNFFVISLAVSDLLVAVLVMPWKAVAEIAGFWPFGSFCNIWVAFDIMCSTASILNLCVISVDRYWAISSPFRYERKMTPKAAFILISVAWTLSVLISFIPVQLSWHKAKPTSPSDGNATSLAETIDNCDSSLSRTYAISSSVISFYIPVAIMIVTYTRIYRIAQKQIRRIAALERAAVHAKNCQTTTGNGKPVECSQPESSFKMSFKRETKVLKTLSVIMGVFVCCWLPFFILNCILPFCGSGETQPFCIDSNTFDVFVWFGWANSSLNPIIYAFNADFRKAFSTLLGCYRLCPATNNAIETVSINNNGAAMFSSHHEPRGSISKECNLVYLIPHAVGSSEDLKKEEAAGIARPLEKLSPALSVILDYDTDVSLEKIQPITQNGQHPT
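Calcium flux readout: force-coupled, inducible Hek293 Trex D1 line, cells induced overnight at 30 C with tetracycline, dye-loaded 30–90 min at RT. Antagonism scored against EC80 dopamine challenge given 180 s after compound.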
D2 PAM – HTS Assay for Positive Allosteric Modulators of the Human D2 Dopamine Receptor: Primary Screen for Potentiators; D(2) dopamine receptor (Homo sapiens), P14416; HEK293 T-REx D2, calcium flux, EC20 dopamine potentiation; potentiation, % at 10 µM; actives 0.34% (n = 340,000); AID 485347, 2010;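 active = potentiation over 3 SD above the plate norm, cut at about 30% in these data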; also: 0% is about no effect
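Tetracycline-induced Hek293 Trex D2 cells, force-coupled to calcium, loaded with no-wash calcium dye. Compound added with 180 s kinetic read for agonism, then EC20 dopamine and a further 180 s read for potentiation.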
D1 PAM – Potentiators of Human D1 Dopamine Receptor: qHTS | HEK293 TREx D1 cells, calcium flux, dopamine EC20 potentiation | actives 0.036% (n = 360,000) | D(1A) dopamine receptor (Homo sapiens), P21728 | potentiation, % at 10 µM; in the data active = potentiation above about 30%; also: 0% is about no effect
TRHR PAM – qHTS for Small Molecule Agonists and Allosteric Enhancers of Human TRH Receptor: Primary Screen for Enhancers. Thyrotropin-releasing hormone receptor (Homo sapiens), P34981. TRHR cells, fluo-8 calcium fluorescence, EC20 TRH enhancement. enhancement, % at 2 µM. actives 0.66% (n = 360,000). AID 493056, 2011; in the data active = enhancement above about 30%; also: 0% is about no effect
Target sequence (P34981 whole entry, looked up): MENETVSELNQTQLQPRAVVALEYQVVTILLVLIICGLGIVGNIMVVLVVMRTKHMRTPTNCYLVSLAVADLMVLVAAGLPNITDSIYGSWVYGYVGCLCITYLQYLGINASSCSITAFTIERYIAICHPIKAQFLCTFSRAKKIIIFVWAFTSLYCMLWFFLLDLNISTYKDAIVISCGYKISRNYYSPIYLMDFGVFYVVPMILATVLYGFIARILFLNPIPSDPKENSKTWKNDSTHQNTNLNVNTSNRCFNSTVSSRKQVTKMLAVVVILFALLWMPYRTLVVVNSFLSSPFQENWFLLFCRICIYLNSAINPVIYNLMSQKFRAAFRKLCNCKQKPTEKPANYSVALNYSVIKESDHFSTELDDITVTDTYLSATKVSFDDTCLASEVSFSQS
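TRHR-expressing cells loaded with fluo-8 calcium dye were read kinetically (ex 480/em 530) during compound addition, then stimulated with an EC20 of TRH (10 nM final). Enhancement of the Gq-mediated intracellular calcium response was scored.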
TRHR ag – qHTS for Small Molecule Agonists and Allosteric Enhancers of Human TRH Receptor: Primary Screen for Agonists | activation, % at 2 µM | Thyrotropin-releasing hormone receptor (Homo sapiens), P34981 | actives 0.18% (n = 360,000) | TRHR cells, calcium flux fluo-8, FDSS agonist mode; also: 0% is about no effect
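TRHR-expressing cells loaded with fluo-8 calcium dye; 23 nL library compound pin-transferred, kinetic FDSS fluorescence (Ex 480/Em 530) recorded about 180 s for agonist-induced calcium release, before a 10 nM TRH EC20 addition for potentiator mode.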
D2 agonist – HTS Assay for Allosteric Agonists of the Human D2 Dopamine Receptor: Primary Screen for Agonists | HEK293 T-REx D2 cells, calcium flux agonist mode | activation, % at 2 µM | D(2) dopamine receptor (Homo sapiens), P14416 | AID 485358, 2010 | actives 0.53% (n = 340,000);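 active = activation over 3 SD above normal in the single-dose calcium agonist read, cut at about 30% in these data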; also: 0% is about no effect
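Tetracycline-induced HEK293 T-REx cells with force-coupled D2 receptor, plated overnight at 30 C, loaded with no-wash calcium dye. After a 10 s baseline, compound was pin-added and calcium flux read kinetically for 180 s; calcium rises flagged agonists.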
D1 ag – Allosteric Agonists of the Human D1 Dopamine Receptor: qHTS. actives 1% (n = 360,000). AID 504660, 2011. HEK293 T-REx D1 cells, calcium flux, agonist mode. activation, % at 2 µM; also: 0% is about no effect
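Agonism was scored from calcium flux recorded over 180 s (1 read/s) after pintool compound addition, following a 10-cycle baseline. Cells were inducible force-coupled HEK293 TREx D1, plated overnight at 30 C and loaded with no-wash calcium dye.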
RXFP1 antag – qHTS Assay for Antagonists of the Relaxin Receptor RXFP1 | actives 0.59% (n = 350,000) | HEK293-RXFP1, relaxin-stimulated cAMP HTRF, 30 min; stronger effect = lower value | AID 1259400, 2018 | activity change, negative = inhibition, % at 57.5 µM | Relaxin receptor 1 (Homo sapiens), Q9HBX9;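 active = activity change of -60% or lower, but not beyond a set lower limit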; also: % is scaled to controls: 0 for no effect and ±100 for the full control effect
Starred values were filed as active, the others as inactive; & = joins results of further samples. Rule as the data show it, unless noted: active = activation above about 30%; inactive = the rest. Rows were taken by chance; any-hit rate near 7.1%.

The first 4 compounds (preview)
Results for CN1C(=O)/C(=C/c2cn(CC(=O)N3CCCCC3)c3ccccc23)NC1=S ?
D2 antagonist: -1.0; D1 antag: 0.9; D2 PAM: 0.1; D1 PAM: -4.2; TRHR PAM: -4.1; TRHR ag: 5.1; D2 agonist: 1.6; D1 ag: 19.1; RXFP1 antag: 0.0

How did O=C(O)c1cccc(NC(=O)c2ccccc2NC(=O)c2ccccc2F)c1 do in these assays?
D2 antagonist: -0.5; D1 antag: 1.2; D2 PAM: -2.6; D1 PAM: -4.3; TRHR PAM: 13.3; TRHR ag: 0.7; D2 agonist: -0.5; D1 ag: 6.5; RXFP1 antag: -11.3

Results for O=C(CN1CCOCC1)Nc1c(Cl)cc(Cl)cc1Cl ?
D2 antagonist: 24.7; D1 antag: -17.5; D2 PAM: 8.8; D1 PAM: 5.0; TRHR PAM: 1.4; TRHR ag: -0.7; D2 agonist: 1.2; D1 ag: 0.2; RXFP1 antag: 8.0

How did Cc1ccccc1N1C(S)=C(C#N)C(=O)NC1c1cccs1 (configuration not stated) do in these assays?
D2 antagonist: -0.8; D1 antag: -5.4; D2 PAM: 7.4; D1 PAM: 1.5; TRHR PAM: 17.9; TRHR ag: 0.0; D2 agonist: 0.4; D1 ag: 0.3; RXFP1 antag: -0.2

The list itself, previewed entries included:
Results for CN1C(=O)/C(=C/c2cn(CC(=O)N3CCCCC3)c3ccccc23)NC1=S ?
D2 antagonist: -1.0; D1 antag: 0.9; D2 PAM: 0.1; D1 PAM: -4.2; TRHR PAM: -4.1; TRHR ag: 5.1; D2 agonist: 1.6; D1 ag: 19.1; RXFP1 antag: 0.0

How did O=C(O)c1cccc(NC(=O)c2ccccc2NC(=O)c2ccccc2F)c1 do in these assays?
D2 antagonist: -0.5; D1 antag: 1.2; D2 PAM: -2.6; D1 PAM: -4.3; TRHR PAM: 13.3; TRHR ag: 0.7; D2 agonist: -0.5; D1 ag: 6.5; RXFP1 antag: -11.3

Results for O=C(CN1CCOCC1)Nc1c(Cl)cc(Cl)cc1Cl ?
D2 antagonist: 24.7; D1 antag: -17.5; D2 PAM: 8.8; D1 PAM: 5.0; TRHR PAM: 1.4; TRHR ag: -0.7; D2 agonist: 1.2; D1 ag: 0.2; RXFP1 antag: 8.0

How did Cc1ccccc1N1C(S)=C(C#N)C(=O)NC1c1cccs1 (configuration not stated) do in these assays?
D2 antagonist: -0.8; D1 antag: -5.4; D2 PAM: 7.4; D1 PAM: 1.5; TRHR PAM: 17.9; TRHR ag: 0.0; D2 agonist: 0.4; D1 ag: 0.3; RXFP1 antag: -0.2

Results for CCOc1ccc(NC(=O)CC2Nc3cccc4cccc(c34)NC2=O)cc1 (configuration not stated) ?
D1 antag: 6.1; D2 PAM: 7.0; D1 PAM: 1.6; TRHR PAM: -5.9; TRHR ag: 1.1; D2 agonist: 0.1; D1 ag: -0.2; RXFP1 antag: -15.0

What do the screens show for `COc1ccc(Cl)cc1N1C(=O)C2CCCN2C1c1ccc(F)c(F)c1` (configuration not stated)?
D2 antagonist: -0.4; D1 antag: 4.9; D2 PAM: -15.5; D1 PAM: -5.7; TRHR PAM: -7.2; TRHR ag: -0.8; D2 agonist: -1.1; D1 ag: 0.9; RXFP1 antag: -8.8

How did O=C(NCc1ccccc1)c1cccc(N2CCCS2(=O)=O)c1 do in these assays?
D1 antag: -3.5; D2 PAM: -12.0; D1 PAM: -3.4; TRHR PAM: -1.2; TRHR ag: 0.4; D2 agonist: 0.7; D1 ag: 4.7; RXFP1 antag: -12.5

How did O=C(O)c1cccnc1SCc1ccccc1Cl do in these assays?
D2 antagonist: 6.9; D1 antag: -4.6; D2 PAM: 5.9; D1 PAM: 3.0; TRHR PAM: 8.3; TRHR ag: -0.8; D2 agonist: 1.0; D1 ag: 2.8; RXFP1 antag: -16.4

Results for CC1=C(c2ccc(C)c(C)c2)S(=O)(=O)N(Cc2ccc(C(=O)NCc3ccc(C)cc3)cc2)C1=O ?
D1 antag: 9.8; D2 PAM: -2.1; D1 PAM: -2.9; TRHR PAM: 1.7; TRHR ag: 0.3; D2 agonist: 0.3; D1 ag: 3.2; RXFP1 antag: -1.8

How did Cc1nn2c(N)c(C#N)cnc2c1-c1ccc(Cl)cc1 do in these assays?
D2 antagonist: 23.1; D1 antag: -6.5; D2 PAM: 0.5; D1 PAM: -3.3; TRHR PAM: -5.0; TRHR ag: 0.2; D2 agonist: 0.2; D1 ag: 0.9

How did COc1cc2c3c(c1)C1(C(=O)N3C(C)(C)C=C2C)C(C#N)=C(N)Oc2cc(O)ccc21 (configuration not stated) do in these assays?
D2 antagonist: -15.1; D1 antag: -25.6; D2 PAM: 9.5; D1 PAM: -2.3; TRHR PAM: 4.4; TRHR ag: 0.0; D2 agonist: 0.0; D1 ag: 1.8; RXFP1 antag: -9.8

How did O=C(CN1C(=O)C2C3CC(C(Br)C3Br)C2C1=O)N1CCN(Cc2ccccc2)CC1 (configuration not stated) do in these assays?
D2 antagonist: -19.3; D1 antag: -21.8; D2 PAM: -20.4; D1 PAM: 0.4; TRHR PAM: -11.5; TRHR ag: 2.5; D2 agonist: 3.8; D1 ag: 6.1; RXFP1 antag: -9.1

How did COc1cc(C(=O)OCCCN(C)C)cc(OC)c1OC do in these assays?
D2 antagonist: 9.2; D1 antag: -38.8*; D2 PAM: -7.6; D1 PAM: -1.8; TRHR PAM: -6.0; TRHR ag: 0.3; D2 agonist: -1.2; D1 ag: 1.0; RXFP1 antag: -8.1

How did COc1cccc(NC(=O)CC(=O)c2ccccc2)c1 do in these assays?
D2 antagonist: -7.7; D1 antag: 4.1; D2 PAM: -8.4; D1 PAM: 0.7; TRHR PAM: 2.6; TRHR ag: 0.3; D2 agonist: 0.1; D1 ag: 2.0; RXFP1 antag: -1.5

How did COc1ccc(OCc2csc(N)n2)cc1 do in these assays?
D2 antagonist: 11.7; D1 antag: 14.0; D2 PAM: -3.7; D1 PAM: -6.0; TRHR PAM: -2.7; TRHR ag: 0.5; D2 agonist: 0.6; D1 ag: -1.0; RXFP1 antag: 2.2

How did CCCNC(=O)CSc1nc(COc2ccccc2)nc2ccccc12 do in these assays?
D2 antagonist: -1.7; D1 antag: 65.6; D2 PAM: -0.4; D1 PAM: 0.3; TRHR PAM: 0.7; TRHR ag: -1.8; D2 agonist: -3.1; D1 ag: 6.9; RXFP1 antag: -9.3

What do the screens show for `COc1ccc(-c2csc3ncnc(Nc4cc(OC)cc(OC)c4)c23)cc1`?
D1 antag: 10.5; D2 PAM: 10.7; D1 PAM: 0.5; TRHR PAM: 0.1; TRHR ag: -1.5; D2 agonist: -3.5; D1 ag: 13.4; RXFP1 antag: 1.0

What do the screens show for `O=C(COc1ccc(Cl)cc1[N+](=O)[O-])N1CCCCC1`?
D2 antagonist: 3.7; D1 antag: 15.9; D2 PAM: -0.3; D1 PAM: -6.3; TRHR PAM: -6.1; TRHR ag: 0.0; D2 agonist: 0.2; D1 ag: 3.2; RXFP1 antag: 7.6

What do the screens show for `Cc1ccc(C(=O)Nc2nc(-c3ccccn3)cs2)o1`?
D2 antagonist: 1.2; D1 antag: 3.3; D2 PAM: 1.0; D1 PAM: 1.0; TRHR PAM: 3.1; TRHR ag: 0.6; D2 agonist: 0.7; D1 ag: 2.9; RXFP1 antag: -4.2

How did CN(C)c1ccc(-c2cc([C@H]3[C@@H]4C=CCC[C@@]4(C)C(=O)N3Cc3ccccc3)ccc2F)cc1 do in these assays?
D2 antagonist: 11.8; D1 antag: 56.0; D2 PAM: 11.3; D1 PAM: -7.4; TRHR PAM: -14.4; TRHR ag: 0.1; D2 agonist: -0.5; D1 ag: 4.6

What do the screens show for `O=C1C2C3C=CC(C3)C2C(=O)N1Nc1ccc([N+](=O)[O-])cc1[N+](=O)[O-]` (configuration not stated)?
D2 antagonist: 6.2; D1 antag: -10.5; D2 PAM: 1.8; D1 PAM: -7.6; TRHR PAM: -3.3; TRHR ag: 0.4; D2 agonist: -0.6; D1 ag: 0.0; RXFP1 antag: 4.6

How did CCN(CC)C(=O)CSc1nc2cc3c(cc2c(=O)n1CCCCCC(=O)NCc1ccc(OC)cc1)OCO3 do in these assays?
D2 antagonist: -7.1; D1 antag: -19.4&9.5; D2 PAM: 0.4; D1 PAM: -3.0&-4.4; TRHR PAM: -5.4&-3.4; TRHR ag: -0.7&-0.8; D2 agonist: 0.6&-0.4; D1 ag: 1.7&0.4; RXFP1 antag: -0.6&-17.7

Results for COC(=O)c1sccc1NC(=S)N1CCN(c2cccc(C)c2C)CC1 ?
D2 antagonist: -10.5; D1 antag: 4.6; D2 PAM: 1.6; D1 PAM: -2.3; TRHR PAM: 0.0; TRHR ag: 0.9; D2 agonist: -0.8; D1 ag: 1.5; RXFP1 antag: -11.1

Results for O=C(O)c1ncn(Cc2ccc(Br)cc2)c1C(=O)O ?
D2 antagonist: -4.1; D1 antag: -25.4; D2 PAM: -2.5; D1 PAM: -0.3; TRHR PAM: 11.0; TRHR ag: 0.7; D2 agonist: 0.9; D1 ag: 1.9; RXFP1 antag: -1.3

How did COC(=O)C1=C(CS(=O)(=O)c2ccccc2)NC(=O)NC1c1ccccc1 (configuration not stated) do in these assays?
D2 antagonist: 14.2; D1 antag: 11.6; D2 PAM: -2.9; D1 PAM: 1.1; TRHR PAM: -5.3; TRHR ag: 0.9; D2 agonist: -0.1; D1 ag: -0.1; RXFP1 antag: 2.3

What do the screens show for `CCOC(=O)c1cc2occc2n1CC(=O)NCCOC`?
D2 antagonist: 8.8; D1 antag: -2.1; D2 PAM: 6.1; D1 PAM: 7.0; TRHR PAM: 1.1; TRHR ag: -0.1; D2 agonist: 0.0; D1 ag: -1.2; RXFP1 antag: -10.3

How did CCOc1ccccc1NC(=O)C(CC(C)C)NC(=O)C1CCCCC1 (configuration not stated) do in these assays?
D2 antagonist: -14.7; D1 antag: 0.8; D2 PAM: 7.4; D1 PAM: -1.4; TRHR PAM: -4.7; TRHR ag: -1.4; D2 agonist: -0.6; D1 ag: 1.8; RXFP1 antag: -4.4

Results for CCOC(=O)Cc1c(C)nc2c(C#N)c[nH]n2c1=O ?
D1 antag: -11.6; D2 PAM: 3.3; D1 PAM: -0.4; TRHR PAM: -0.4; TRHR ag: 0.5; D1 ag: 2.2; RXFP1 antag: -21.6
